LANA DNA inh = blocks KSHV LANA C-terminal domain binding to DNA. MBP-C-LANA/FAM-LBS DNA binding, fluorescence polarization. inhibition, % at 9 µM. hit rate 0.078% among 340,000;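 active means highest replicate inhibition at or above 60% at 9 µM, even if other replicates fall short; inactive means all replicates below 60% inhibition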;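 further: 0% = neutral control wells and 100% = 4 µM acridine orange control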
NSD2 inh = inhibitors of human histone methyltransferase NSD2; O96028; hit rate 0.54% among 310,000; inhibition, % at 12.5 µM; NSD2 peptide methylation, AlphaScreen, 120 min; in the data active means inhibition above about 50%
Rtt109 Vps75 = inhibitors of Candida albicans Rtt109/Vps75 histone acetyltransferase. purified Rtt109/Vps75, ThioGlo CoA-SH fluorescence, 4 h. inhibition, % at 34.9 µM. hit rate 0.16% among 330,000. AID 540336;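 active means inhibition of at least 50% in every replicate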
PvdQ acylase = P. aeruginosa PvdQ acylase inhibition | hit rate 0.063% among 340,000 | AID 488965 | inhibition, % at 10 µM | purified PvdQ acylase, fluorescence plate reader; in the data active means inhibition above about 30%, passing the limit was not always enough;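 further: 0% = vehicle neutral wells and 100% = reference inhibitor wells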
dFosB activator = activators of mouse delta FosB homodimer. hit rate 0.99% among 340,000. P13346. purified delta FosB, TAMRA-CDK5 oligo fluorescence polarization; percent of positive-control signal above neutral wells. AID 493131. activation, % at 25 µM;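 active means mean activation above about 17%, with every replicate also reaching it, limit read from the data, passing the limit was not always enough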;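 further: fluorescence polarization rise as delta FosB binds a TAMRA Cdk5 AP-1 oligo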
Target sequence (P13346 whole entry, looked up): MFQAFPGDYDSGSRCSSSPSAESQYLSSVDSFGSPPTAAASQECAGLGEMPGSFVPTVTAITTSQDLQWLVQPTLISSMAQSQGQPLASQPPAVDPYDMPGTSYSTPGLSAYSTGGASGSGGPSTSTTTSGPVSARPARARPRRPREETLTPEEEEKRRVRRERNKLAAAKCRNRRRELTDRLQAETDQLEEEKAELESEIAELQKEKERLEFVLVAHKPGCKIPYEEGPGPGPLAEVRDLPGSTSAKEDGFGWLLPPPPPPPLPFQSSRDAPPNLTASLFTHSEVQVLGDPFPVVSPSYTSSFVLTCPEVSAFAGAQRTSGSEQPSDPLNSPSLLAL
Keap1-Nrf2 PPI = disrupts human Keap1 binding to Nrf2 peptide; Q14145; Keap1 Kelch-Nrf2 peptide fluorescence polarization, 1536-well; inhibition, % at 9.4 µM; hit rate 0.15% among 340,000; AID 504523; in the data active means inhibition above about 12%;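 further: human Keap1 Kelch domain with fluorescein labeled Nrf2 9mer peptide probe; 0% = neutral control wells and 100% = peptide positive control; higher means more block of Keap1 binding to Nrf2 peptide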
Target sequence (Q14145 whole entry, looked up, the tested form may be a part): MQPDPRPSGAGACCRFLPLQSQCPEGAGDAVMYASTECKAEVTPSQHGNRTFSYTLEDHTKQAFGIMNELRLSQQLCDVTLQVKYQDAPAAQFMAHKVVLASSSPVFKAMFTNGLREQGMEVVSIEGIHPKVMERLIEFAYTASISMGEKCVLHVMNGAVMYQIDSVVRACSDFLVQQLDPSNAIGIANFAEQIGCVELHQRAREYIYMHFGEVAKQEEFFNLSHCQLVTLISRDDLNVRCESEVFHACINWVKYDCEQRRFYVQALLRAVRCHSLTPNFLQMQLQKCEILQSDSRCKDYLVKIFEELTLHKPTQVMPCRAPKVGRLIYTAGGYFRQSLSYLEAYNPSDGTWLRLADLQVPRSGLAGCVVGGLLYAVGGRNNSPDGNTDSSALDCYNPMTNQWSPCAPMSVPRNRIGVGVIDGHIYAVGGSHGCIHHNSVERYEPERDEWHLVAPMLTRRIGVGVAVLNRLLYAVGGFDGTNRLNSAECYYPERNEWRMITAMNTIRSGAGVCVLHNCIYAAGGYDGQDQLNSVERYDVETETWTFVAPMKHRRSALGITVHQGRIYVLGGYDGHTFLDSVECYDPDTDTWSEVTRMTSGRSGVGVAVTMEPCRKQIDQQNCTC
SUMO Mot1 rescue = SUMOylation pathway inhibition by Mot1-301 growth rescue. S. cerevisiae Mot1-301 growth rescue, ATP luminescence, 38.5C; percent above DMSO median, 100 means doubled. growth rescue, % at 18.8 µM. hit rate 1% among 320,000. AID 2716;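 active means every valid replicate shows activation above 250% relative to neutral control wells; inactive means the rest, any valid replicate at or below 250%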;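 further: OY570 slx delta 5 strain wells were the positive control but not used for scaling; some compounds called inactive have numbers as strong as hits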
RTF Ca sens inh = cardiac RTF calcium desensitization | IANBD-labeled cardiac RTF, Ca2+ fluorescence | inhibition, % at 7.15 µM | hit rate 0.12% among 340,000 | AID 493244;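 active means inhibition above the mean inhibition of all tested compounds plus 3 SD, cut at about 17% in these data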;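 further: assay run at fixed EC70 calcium of 1.6 mM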
CDK5 p35 inh = inhibitors of human CDK5/p35 kinase; Q00535+Q15078; Recombinant CDK5/p35, ADP-Glo luminescence, 60 min; inhibition, % at 10 µM; hit rate 0.01% among 330,000; AID 488839;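 active means highest replicate inhibition of at least 50% and at least 75% of replicates reaching 50%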;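 further: plate controls were DMSO neutral control for no effect and GW8510 at 10 µM for full effect; many of its hits are not listed in these tables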
RTF Ca sens act = cardiac RTF calcium sensitization; activation, % at 7.2 µM; hit rate 0.24% among 340,000; IANBD-labeled TnC RTF fluorescence at EC20 calcium; 0% EC20 calcium, 100% full calcium;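 active means activation above the mean over all tested compounds plus 3 SD, cut at about 30% in these data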;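 further: rise in fluorescence read as greater calcium sensitivity of cardiac thin filaments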
PfHsp90 yeast 2 = reduces growth (ATP signal) of yeast expressing P. falciparum Hsp90; S. cerevisiae expressing PfHsp90, BacTiter-Glo ATP, 48 h; yeast lacking PDR1 and PDR3 efflux regulators; inhibition, % at 9.4 µM; hit rate 0.32% among 310,000; AID 504621;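 active means every replicate shows inhibition above about 80%, whatever the replicate mean, limit read from the data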;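 further: 0% = DMSO neutral controls and 100% = 20 µM radicicol positive controls; yeast relying on Plasmodium falciparum Hsp90 in place of its own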
Numbers without * were called inactive; x = no result given.

molecule	LANA DNA inh	NSD2 inh	Rtt109 Vps75	PvdQ acylase	dFosB activator	Keap1-Nrf2 PPI	SUMO Mot1 rescue	RTF Ca sens inh	CDK5 p35 inh	RTF Ca sens act	PfHsp90 yeast 2
CCCCc1cc(=O)oc2c(C)c(OCC(=O)N3C[C@H]4C[C@@H](C3)c3cccc(=O)n3C4)ccc12	-1.5	x	-3	-9	-9	-5	-20	-1	0.1	6	0
CC(=O)C1=C(c2ccc(Br)cc2)C(=O)c2ccccc2C1=O	-1.8	x	3	2	-4	-6	28	3	0.6	-1	102*
O=C(c1ccccc1)n1nc(-c2ccccc2)nc1NCc1ccco1	0.5	x	4	-7	-4	1	4	-6	-0.9	-1	19
COc1cccc(CC(CC(=O)O)C(=O)Nc2cc(C)ccc2C)c1 (configuration not stated)	-3.8	-2	8	-11	-3	0	13	-9	0.5	0	-3
O=C(CN1CCCCC1)Nc1ccc(S(=O)(=O)NC2CCCCC2)cc1	-0.8	2	6	4	-2	-3	6	-4	2.4	-3	15
COc1ccc(C#Cc2c(C=O)n(C)c3ccccc23)cc1	1.0	x	-1	-10	-1	2	-5	1	-0.3	-7	x
CCc1ccc2c(CN3CCN(S(=O)(=O)c4ccccc4F)CC3)cc(=O)oc2c1	3.0	2	-2	-8	-9	-4	16	-2	2.6	2	-16
CNC(=O)COC(=O)c1cccnc1SC	-5.6	1	-4	2	3	0	8	6	-0.3	-5	-10
CCn1c2ccc(CC(=O)O)cc2c2cc(CC(=O)O)ccc21	-1.7	2	1	7	11	4	-2	0	-0.6	1	-4
CN(C)C(=O)c1ccc(NC(=O)COc2ccc([N+](=O)[O-])cc2)cc1	0.4	-1	2	2	0	-8	24	-12	1.2	6	7
Cc1nn(CCO)c2ncc(C(=O)c3cc(F)ccc3O)cc12	0.5	1	-6	-13	-5	-4	63	-26	2.4	-8	-11
Cc1c(C(=O)N2CCCCC2CCN2CCCC2=O)oc2c(F)cccc12 (configuration not stated)	0.0	3	6	12	-5	-2	-3	2	0.0	-4	10
CCCCNC(=O)c1sc2ncnc(N3CCc4ccccc4C3)c2c1C	-1.4	1	0	-6	-3	-1	-4	-4	-0.1	0	x
COc1ccc(C2CC(c3cccs3)=Nc3ccccc3S2)cc1OC (configuration not stated)	0.5	-4	-5	17	-6	-5	38	0	-0.9	-3	-5
CC(=O)Nc1ccc(S(=O)(=O)Nc2nccc(C3Cc4ccccc4C(=O)O3)n2)cc1 (configuration not stated)	1.5	-2	-5	-17	-5	-1	-4	8	0.5	3	-2
O=C(N/N=C/c1c(F)cccc1Cl)C(=O)N1CCCCCC1	2.0	-3	15	1	-2	2	340	5	-1.7	2	13
Cc1csc(C(C#N)C(=O)c2ccncc2)n1 (configuration not stated)	7.0	2	-8	-4	3	-4	-5	3	-0.9	3	-38
Cc1ccccc1-c1ccc(C=Nc2c(C)n(C)n(-c3ccccc3)c2=O)o1	2.6	-5	3	-7	-8	-3	x	-6	0.5	8	63
CCOc1ccccc1N1CCN(C(=O)c2cc(S(=O)(=O)N(C)C)ccc2N2CCCC2)CC1	-1.3	2	1	-10	-12	-2	3	1	-0.1	3	x
COC(=O)c1ccc(-n2ccnc2)cc1	-0.3	22	8	16	5	-2	1	-4	0.3	-5	3
O=C(OCc1cc2ccccc2[nH]c1=O)c1ccco1	1.1	0	2	0	6	1	-9	2	0.2	-5	17
Cc1ccc2nc(-c3ccccn3)cc(C(=O)NC(C)C(C)(C)C)c2c1 (configuration not stated)	1.3	6	8	-9	-8	3	-18	-7	-0.2	3	x
CSc1nc(N)nc(SC2C=CCCC2)c1C#N (configuration not stated)	0.5	-1	-12	-19	8	-2	-9	-7	1.0	6	-1
O=[N+]([O-])c1cc(/C=N/N2CCN(Cc3ccccc3)CC2)ccc1Cl	-1.3	9	17	0	2	-3	91	-4	1.0	7	5
COc1ccc(Cc2n[nH]c(=S)n2NC(=O)Nc2ccc(C)cc2)cc1	7.4	1	-6	6	-4	3	11	0	1.5	0	-8

(list continues)
molecule	LANA DNA inh	NSD2 inh	Rtt109 Vps75	PvdQ acylase	dFosB activator	Keap1-Nrf2 PPI	SUMO Mot1 rescue	RTF Ca sens inh	CDK5 p35 inh	RTF Ca sens act	PfHsp90 yeast 2
CC(C)[C@H](NC(=O)c1ccccc1)C(=O)OCC(=O)Nc1ccc(Cl)cc1C(F)(F)F	0.5	-3	2	-14	-11	-3	-5	6	-0.1	5	-12
O=C(NCCCN1CCCC1=O)C1CCN(S(=O)(=O)c2cc(C(F)(F)F)ccc2Cl)CC1	0.2	-2	-11	-10	0	3	-3	5	-0.2	-6	-4
O=C(NCc1ccccc1)c1ccc2c(c1)C(=O)N(Cc1ccncc1)C2=O	1.6	0	7	-5	-1	-1	3	-2	-0.8	6	x
COc1cc(C(=O)NC2CCCC2)c(Br)c(OC)c1OC	-0.4	3	7	-14	-2	-4	-4	-8	1.1	-3	-7
O/N=C1/CCCCC1c1ccccn1 (configuration not stated)	0.7	-1	-1	-11	0	0	9	-9	-3.4	1	22
Cn1c(N)c(C(=O)COC(=O)c2cc(S(=O)(=O)N3CCOCC3)ccc2F)c(=O)n(C)c1=O	-1.9	1	-3	-9	-6	4	-3	4	1.6	-2	-2
Cc1cc(Cl)ccc1NC(=S)NCCN1CCOCC1	-0.1	0	-15	-8	2	2	-14	-9	-1.3	-8	28
O=C(CCCn1c(=S)[nH]c2ccc(Br)cc2c1=O)NCc1ccccn1	0.2	-1	0	-3	15	7	137	5	0.2	3	16
CCn1cc(CN2CCN(Cc3ccccc3)C(CCO)C2)c2ccccc21 (configuration not stated)	0.7	6	0	-12	-9	-4	-10	1	-1.5	8	-31
CCOC(=O)C1=C(COC(=O)COc2ccc(C#N)cc2)NC(=O)NC1C (configuration not stated)	-0.6	2	-2	-3	-2	1	-12	-2	0.0	-4	-4
O=c1c2ccccc2ncn1-c1ccc2c(c1)OCCO2	-0.3	-1	1	-3	-1	0	36	3	-0.2	1	x
O=C(c1ccc(Sc2ccc(F)cc2)c([N+](=O)[O-])c1)N1CCOCC1	-2.5	12	-12	-13	-5	-3	-4	5	-2.3	3	10
CN(C)/C=C/C(=O)c1cccc(C(F)(F)F)c1	0.4	-1	-2	-13	0	1	13	4	-2.5	0	15
Cc1c(C(=O)NC(C(C)C)C(C)C)cccc1[N+](=O)[O-]	2.0	-2	2	4	2	0	-7	-4	1.3	-1	-3
Cc1ccc(C(=O)/C=C/c2cn(CC(O)CN3CCOCC3)c3ccccc23)cc1 (configuration not stated)	0.3	x	-7	-13	-4	-5	35	-16	-1.7	19	-1
COCCNC(=O)CN(C)S(=O)(=O)c1ccc2c(c1)OCCO2	-0.8	-1	-2	-1	3	-3	-32	-3	-6.3	0	-9
COCCn1c(SCC(=O)NNC(=O)c2cc(Cl)ccc2OC)nnc1-c1ccncc1	0.9	-2	-1	-5	-8	1	3	-5	0.1	3	7
CC(C)Cc1cc(C(=O)NCc2ccco2)no1	-0.7	x	1	-11	-2	-3	146	-6	1.3	-4	28
COC(=O)c1cc(NC(=O)Cc2ccccc2[N+](=O)[O-])ccc1Cl	0.7	1	-4	-3	3	7	-26	0	0.1	-2	-14
CCN(CC)P(=O)(Nc1ccc([N+](=O)[O-])cc1)c1c(C)nn(CCC#N)c1NC(=O)c1ccc(Cl)cc1 (configuration not stated)	-0.3	6	13	-5	-10	-2	-11	-7	0.6	-4	0
O=C(CSc1ncn[nH]1)N1CCN(S(=O)(=O)c2ccccc2)CC1	-0.9	2	-2	-14	1	4	-2	3	-1.7	-3	24
CCOC(=O)C1CCN(C(=O)c2ccc(CNS(=O)(=O)c3ccc(OC)cc3)cc2)CC1	-0.4	1	1	-15	-14	-6	x	-4	0.0	-1	3
CC(Sc1nnc(N)s1)C(=O)NC1CCCCC1C (configuration not stated)	-0.2	-3	7	2	-6	-4	-5	0	0.3	-8	x
CC(=O)Nc1ccc(S(=O)(=O)Nc2cc(-c3ccccc3)nn2C)cc1	0.4	-2	7	-14	6	-2	7	x	1.3	x	17
COc1ccccc1N1CCN(Cc2cc(=O)n3ccsc3n2)CC1	1.7	-2	-6	8	-3	-5	150	-14	0.7	4	2

Additional records
molecule	LANA DNA inh	NSD2 inh	Rtt109 Vps75	PvdQ acylase	dFosB activator	Keap1-Nrf2 PPI	SUMO Mot1 rescue	RTF Ca sens inh	CDK5 p35 inh	RTF Ca sens act	PfHsp90 yeast 2
N#C/C(=C/c1ccc(N2CCOCC2)o1)C(=O)Nc1ccccc1	-10	-4	-2	10	2	-30	x	-177	0.1	132*	24
COc1ccc(N2CCN(c3ccc4nnc(CCC(=O)Nc5ccc(C)cc5)n4n3)CC2)cc1	-0.7	x	1	-14	-14	4	-16	2	-1.5	0	-6
Cc1cc(N2CCOCC2)nc2ccc(NC(=S)NCCN(C)C)cc12	-2.8	3	6	-10	-1	1	186	-4	-0.2	-3	-16
Cc1nn(-c2ccccc2)c(C)c1NC(=O)COC(=O)CC(C)c1ccccc1 (configuration not stated)	-2.1	-2	-1	-6	-8	-3	-10	-11	-2.6	3	10

Grouped by structure: the entries above containing a thiophene ring, fused or not.
molecule	LANA DNA inh	NSD2 inh	Rtt109 Vps75	PvdQ acylase	dFosB activator	Keap1-Nrf2 PPI	SUMO Mot1 rescue	RTF Ca sens inh	CDK5 p35 inh	RTF Ca sens act	PfHsp90 yeast 2
CCCCNC(=O)c1sc2ncnc(N3CCc4ccccc4C3)c2c1C	-1.4	1	0	-6	-3	-1	-4	-4	-0.1	0	x
COc1ccc(C2CC(c3cccs3)=Nc3ccccc3S2)cc1OC (configuration not stated)	0.5	-4	-5	17	-6	-5	38	0	-0.9	-3	-5

From PubChem
